trophozoite growth: anti-Giardia activity of synthetic compounds – Compounds Australia Scaffold Library subset, 24/48 h, primary screen (AID 1794835) | stronger effect = higher value | 2,500 tested, 2% active | inhibition, % at 10 µM; in the data active = inhibition mostly above about 45%, no sharp cut-off; inactive = mostly below about 37%;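 also: 0% = parasite counts in DMSO vehicle wells; trophozoite growth inhibition read by imaging counts at 24 h; calls made by hand needing about 50% inhibition in two separate runs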
Starred values were filed as active, the others as inactive; i = inactive. An excerpt; the hit share may differ from the screen's.

SMILES | trophozoite growth
CC(=O)Nc1ccc([N+](=O)[O-])c2nonc12 | 63*
CCOCCCNC(=O)N1Cc2ccccc2-n2cccc2C1c1ccccc1 (stereo not given) | i
O=C(Cc1ccccc1F)N1CCCN(Cc2noc(-c3ccccc3)n2)CC1 | 11

Entries listed so far that contain a carbonyl joined to an NH by a bond outside any ring:
SMILES | trophozoite growth
CC(=O)Nc1ccc([N+](=O)[O-])c2nonc12 | 63*
CCOCCCNC(=O)N1Cc2ccccc2-n2cccc2C1c1ccccc1 (stereo not given) | i

Screening data deposited in PubChem BioAssay by Institute for Biomedicine and Glycomics.
